# TNAP activation fold – stimulation of alkaline phosphatase TNAP activity – biochemical, luminescent, no phosphate acceptor, uHTS, primary screen (AID 1001); purified TNAP, luminescent activation assay, no phosphate acceptor; higher activation fold means a stronger effect; activation fold at 20 µM; hits with a dose series show EC50 in µM; hit rate 0.03% among 200,000; in the data active = activation fold from about 3, or a potency from the dose series; inactive = the rest, 99 in 100 with activation fold below about 1.6; note: many of its hits are not listed in these tables
# RSV antiviral HEp-2 – RSV antiviral activity via CPE protection, HEp-2 cells, primary 10 µM value included (AID 2391); hit rate 0.13% among 310,000; HEp-2 cells, RSV-induced CPE inhibition; higher % means a stronger effect; CPE inhibition, % at 10 µM; hits with a dose series show IC50 in µM; in the data active = a potency from the dose series; inconclusive = CPE inhibition mostly from about 23% at the one dose, without a potency; inactive = the rest, 99 in 100 with CPE inhibition below about 21%; note: strong numbers were not always called active
# WT yeast gro inh – growth inhibition of WT yeast, mitochondrial fusion screen; hit rate 2.1% among 190,000; mitochondrial fusion phenotypic screen, WT strain; AID 1362; inhibition, % at 10 µM; in the data active = inhibition above about 58%; tested in S. cerevisiae
# Myeloid diff 2 – compounds promoting myeloid differentiation; hit rate 1% among 360,000; calls only at 10 µM; ER-HoxA9 myeloid progenitors, lysozyme-GFP differentiation, flow cytometry;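 active = normalized GFP-positive differentiation at or above the plate's own cutoff, the solvent-only control mean plus 3 SD; inconclusive = no clear call, values can overlap the other calls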;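 note: cells exposed to compound for four days before flow analysis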
# PMI inhibitors – MPI enzyme activity inhibition – biochemical, fluorescence intensity, coupled assay, primary screen (AID 1209) | purified PMI enzyme, coupled fluorescence intensity; higher % means a stronger effect | one-dose inhibition, % at 20 µM; IC50 in µM for titrated hits | hit rate 0.42% among 190,000;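 note: plate controls were DMSO vehicle for no effect and wells lacking substrate for full effect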
# SIAH1 antagonists – Siah-1 peptide-binding antagonists, primary screen, biochemical, fluorescence polarization, rhodamine-plectin, uHTS (AID 1817); Siah-1 / rhodamine-plectin peptide fluorescence polarization; higher % means a stronger effect; hit rate 0.02% among 290,000; displacement, % at 20 µM; hits with a dose series show IC50 in µM;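 active = displacement of at least 50% at 20 µM, with a fluorescence ratio check between 0.3 and a set limit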;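 note: plate controls were Siah plus tracer with DMSO for no effect and tracer alone without Siah for full effect; strong numbers were not always called active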
# XIAP displacement – small molecules displacing peptide from XIAP – biochemical, IAP family, fluorescence polarization (AID 1018) | hit rate 0.007% among 200,000 | one-dose displacement, % at 20 µM; IC50 in µM for titrated hits | XIAP BIR domain, fluorescence polarization peptide displacement; higher % means a stronger effect; in the data active = displacement above about 50%; note: a part of the inactive calls stands beside numbers as strong as those of hits
# PMI inhibition – MPI inhibition at elevated mannose 6-phosphate – biochemical, fluorescence intensity, high mannose 6-phosphate, primary screen (AID 1220); recombinant PMI enzyme, coupled fluorescence intensity; higher % means a stronger effect; inhibition, % at 20 µM, or IC50 in µM where a hit was titrated; hit rate 0.66% among 190,000
# PhoP inhibition – inhibitors of PhoP regulon expression, primary screen, Salmonella Typhimurium, GFP reporter (AID 1863). S. Typhimurium PhoP-regulated promoter GFP reporter, 4 h; higher % means a stronger effect. one-dose inhibition, % at 50 µM; IC50 in µM for titrated hits. hit rate 0.16% among 300,000;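 active = inhibition over 29.93%, a cutoff 3 SD above the screen mean, later confirmed by dose response; inconclusive = inhibition over 29.93% but no dose response follow-up; inactive = inhibition at most 29.93% or unconfirmed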;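 note: 0% = low Mg2+ inducing control and 100% = high Mg2+ repressing control; strong numbers were not always called active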
# WT yeast gro inh mutant strain – also measured in WT yeast gro inh; calls as there; inhibition, %; mitochondrial fusion phenotypic screen, mutant strain inhibition
# Myeloid diff 2 GFP+ MAC1+ % – recorded beside Myeloid diff 2, whose call it bears; GFP+ MAC1+ double positive, %; measured here: differentiation confirmed by MAC1 staining
# * marks the source's active call; other numbers are inactive results; i = inactive; ? = inconclusive; nt = no result given. Cut-off read from the data, not from the text of the source, unless noted: active = inhibition above about 50%; inactive = the rest.
# Results follow in this order: TNAP activation fold	RSV antiviral HEp-2	WT yeast gro inh	WT yeast gro inh mutant strain	Myeloid diff 2	Myeloid diff 2 GFP+ MAC1+ %	PMI inhibitors	SIAH1 antagonists	XIAP displacement	PMI inhibition	PhoP inhibition
1	Cc1cccc(N(C)c2cc(C)nc3nc(C)nn23)c1
→ 1.1	1.9%	1.5	-3.6	i	1.4	2.7%	-4.6%	-1.8%	-3.3%	4.6%
2	COc1ccc(C(=O)Nc2cc3c(cc2C#N)OCO3)cc1S(=O)(=O)NCc1ccco1
→ 1.1	-0.2%	-2.6	-26.9	i	1.5	4.8%	-5.6%	-2.9%	0.0%	-4.6%
3	CSc1ccc(S(=O)(=O)N2CCC(C(=O)Nc3ccc(NC(C)=O)cc3)CC2)cc1
→ nt	1.0%	nt	nt	i	0.6	nt	2.7%	nt	nt	10.2%
4	COc1cccc(CN2CCN(S(=O)(=O)c3ccc(Br)cc3)CC2)c1
→ 1	13.1%	39.4	31.3	i	2.7	17.6%	5.2%	-24.5%	13.2%	-6.5%
5	COc1ccc(N2C(=O)CSC23C(=O)N(CC(=O)NC2CCCC2)c2ccccc23)cc1 (stereo not given)
→ nt	3.4%	nt	nt	i	0.8	nt	2.5%	nt	nt	-0.3%
6	COc1ccc(CCNC(=O)CSC2=Nc3ccccc3C3=NC(C(C)C)C(=O)N23)cc1OC (stereo not given)
→ 1.1	0.3%	-4.4	8.3	i	1.0	-0.4%	4.6%	-3.4%	0.4%	2.1%
7	CC(=O)c1ccc(NC(=S)N2CCN(CCO)CC2)cc1
→ nt	-0.3%	nt	nt	i	0.3	nt	2.4%	nt	nt	4.7%
8	Cc1ccccc1CS(=O)(=O)CC1(O)CCN(C(=O)c2cccc(C(F)(F)F)c2)CC1
→ 1.1	-1.5%	-9.8	-8.1	i	1.1	9.8%	-0.1%	-3.1%	13.1%	2.8%
9	COCCn1c(SCC(=O)Nc2cc(C)nn2-c2ccccc2)nnc1-c1ccncc1
→ 1.2	0.7%	0.9	3.8	i	0.5	2.5%	4.5%	-1.1%	-9.0%	-8.2%
10	Cc1[nH]ccc(=O)c1OCC(=O)O
→ nt	0.6%	nt	nt	i	0.7	nt	11.7%	nt	nt	0.8%
11	Cc1ccc2c(C)c(C(=O)N3CCN(Cc4ccccn4)CC3)oc2c1C
→ nt	1.7%	nt	nt	i	0.9	nt	2.4%	nt	nt	1.2%
12	CCCCCCn1c(=O)c(-c2ccccc2)c(O)c2ccccc21
→ 1.1	2.2%	16.5	6.5	i	0.5	14.1%	3.5%	-5.0%	14.6%	-1.2%
13	COc1cccc(C2(c3cccc(OC)c3)CC2C(=O)Nc2cccc3ccccc23)c1 (stereo not given)
→ 1.1	4.1%	-2.4	-0.1	i	1.7	2.0%	0.0%	-3.4%	6.2%	-5.9%
14	O=C(COC(=O)CNS(=O)(=O)c1ccc(F)c(F)c1F)Nc1ccc(OC(F)F)cc1
→ 1.2	0.7%	-16.6	-9.1	?	nt	12.2%	2.8%	-3.5%	12.5%	6.5%
15	CCOc1ccc(/C=N/Nc2cc(C)nc(N3CCOCC3)n2)cc1
→ nt	3.7%	nt	nt	i	0.8	nt	6.3%	nt	nt	-9.6%
16	Cc1ccc(NC(=O)CN(C)C(=O)/C=C/c2cccs2)cc1
→ 1.1	1.9%	-10.3	-15.3	i	1.1	12.0%	5.9%	-6.3%	0.7%	0.9%
17	O=C1C(=O)N(Cc2ccccc2)C(=O)N1CCOc1ccccc1
→ 1.1	nt	0.5	11.9	i	0.1	10.2%	1.2%	-7.4%	2.5%	-2.8%
18	O=C(C[C@@H]1NS(=O)(=O)OC2CCCCC21)c1ccccc1 (stereo not given in full)
→ nt	1.4%	nt	nt	i	0.8	nt	5.1%	nt	nt	-12.9%
19	CC(C)CC1NC(=O)N(CC(=O)N2CCN(S(=O)(=O)c3ccc(Cl)cc3)CC2)C1=O (stereo not given)
→ 1.1	-1.2%	2.5	3.4	i	1.6	0.2%	1.8%	-5.7%	1.0%	-14.1%
20	COc1ccccc1NC(=O)CSc1nnc(C)n1CC1CCCO1 (stereo not given)
→ 1	1.5%	18.7	2.7	i	0.7	-26.6%	-7.0%	-9.9%	-26.6%	2.6%
21	CCN(C(C)=O)c1cccc2ccccc12
→ 1.1	0.3%	27.2	37.5	i	1.4	5.1%	1.8%	0.6%	3.1%	-3.5%
22	Cc1ccccc1C(=O)N1CCN(c2ccc(NC(=O)c3cccs3)cc2)CC1
→ nt	8.6%	nt	nt	i	0.7	nt	-1.0%	nt	nt	-1.1%
23	COc1ccccc1N1CCN(C(=O)CSc2nc(C)c(Cc3ccccc3)c(=O)[nH]2)CC1
→ 1.1	4.7%	1.4	-12.2	i	5.5	0.6%	0.7%	-1.4%	-3.5%	14.9%
24	O=C(CN1CCN(Cc2ccccc2)CC1)c1ccccc1
→ 1.1	1.4%	-7.0	-1.4	i	1.1	2.0%	-3.0%	-0.8%	4.2%	15.8%
25	CN(C)c1ccc(-c2nnn(CC(=O)Nc3ccccc3N3CCOCC3)n2)cc1
→ 1.1	5.6%	26.2	15.3	i	4.6	9.0%	-6.6%	-5.7%	12.8%	6.3%
26	CN1CCN(S(=O)(=O)c2ccc(Br)c3ccccc23)CC1
→ nt	0.9%	nt	nt	i	0.8	nt	-1.1%	nt	nt	3.8%
27	COc1cc2c(cc1OC)C(Nn1cnnc1)=NC1(CCCC1)C2
→ nt	1.3%	nt	nt	i	0.2	nt	1.4%	nt	nt	-1.1%
28	O=C(Nc1cccc2cccnc12)c1cccnc1
→ 1.1	0.9%	-43.1	-14.8	i	0.6	7.1%	-4.3%	7.6%	3.8%	11.8%
29	Cc1cc(C(=O)NNC(=O)C2CCCC2)c(C)o1
→ 1.1	0.2%	2.5	17.2	i	0.6	-9.1%	3.4%	-4.2%	-2.9%	5.1%
30	C=C(C)Cn1c(SCC(=O)O)nnc1-c1ccc(C(C)(C)C)cc1
→ 1.1	2.5%	6.6	1.3	i	0.7	6.6%	-1.4%	2.3%	7.0%	22.9%

# Single entries from the list.
# XIAP displacement result of O=C(Nc1cccc2cccnc12)c1cccnc1 reads 7.6%
# PMI inhibitors result of CN(C)c1ccc(-c2nnn(CC(=O)Nc3ccccc3N3CCOCC3)n2)cc1 reads 9.0%
# Myeloid diff 2 GFP+ MAC1+ % result of Cc1ccc2c(C)c(C(=O)N3CCN(Cc4ccccn4)CC3)oc2c1C reads 0.9

# The list goes on.
# Results follow in this order: TNAP activation fold	RSV antiviral HEp-2	WT yeast gro inh	WT yeast gro inh mutant strain	Myeloid diff 2	Myeloid diff 2 GFP+ MAC1+ %	PMI inhibitors	SIAH1 antagonists	XIAP displacement	PMI inhibition	PhoP inhibition
31	N#CCCN(Cc1cccnc1)C(=S)NCc1ccco1
→ 1.1	2.4%	2.5	-4.2	i	0.7	19.4%	-4.7%	-7.6%	2.8%	5.0%
32	Cc1ccc(C(=O)COC(=O)CCN2C(=O)C3C4CCC(C4)C3C2=O)cc1C (stereo not given)
→ nt	0.6%	nt	nt	?	nt	nt	2.8%	nt	nt	2.4%
33	CCOc1ccc(C2Sc3ccccc3NC3=C2C(=O)OC3)cc1 (stereo not given)
→ 1.1	2.7%	-2.7	9.3	i	0.7	17.9%	3.8%	-15.4%	15.7%	4.3%
34	CCn1c(SCC(=O)N/N=C(\C)c2ccco2)nnc1-c1ccccc1
→ 1	2.1%	3.4	-3.2	i	0.7	-3.5%	1.9%	-7.3%	-6.1%	11.2%
35	CCOc1ccc(S(=O)(=O)N2CCCCCC2)cc1
→ 1	0.5%	2.8	12.6	i	9.8	-0.2%	-4.0%	-3.8%	-6.9%	-4.4%
36	Nc1cc2ccccc2oc1=O
→ 1.1	2.9%	-1.9	8.8	i	2.0	-0.9%	-1.1%	-2.3%	-1.6%	17.5%
37	CCC(Sc1nnc(-c2ccc(C)c(Cl)c2)n1CC)C(=O)Nc1nccs1 (stereo not given)
→ 1	1.0%	14.2	26.6	i	0.5	1.0%	1.5%	-1.5%	-3.3%	7.0%
38	Cc1ccccc1NC(=S)NNC(=O)c1cccc(Br)c1
→ 2.3	5.1%	-13.3	10.2	i	0.4	-5.0%	-6.7%	-6.2%	-14.1%	0.2%
39	CCCCOCCCNCc1cccn1CCN1CCOCC1
→ nt	0.8%	nt	nt	i	0.3	nt	13.6%	nt	nt	-2.3%
40	O=C(O)c1ccc2cccc(Cl)c2c1O
→ 1.1	2.1%	42.5	1.0	i	1.3	15.3%	-1.6%	-13.5%	10.5%	-13.6%
41	CCOC(=O)C1CCN(C(=O)C2CCCN2S(=O)(=O)c2ccc(Cl)cc2)CC1 (stereo not given)
→ nt	0.0%	nt	nt	i	3.3	nt	0.9%	nt	nt	5.9%
42	COc1cc(C(Nc2ccc3c(c2)OCO3)C(=O)NC2CCCCC2)cc(OC)c1OC (stereo not given)
→ 1.2	1.5%	-3.7	-7.3	i	0.6	47.8%	-1.1%	-4.7%	40.2%	2.8%
43	CC(=O)NNC(=O)c1[nH]c2ccc(Cl)cc2c1-c1ccccc1
→ nt	1.0%	nt	nt	i	0.9	nt	2.2%	nt	nt	1.5%
44	CCc1nccn1S(=O)(=O)c1ccc(OC)c(OC)c1
→ 1.1	0.1%	11.4	-5.5	i	3.9	-0.1%	2.5%	-1.6%	1.3%	4.5%
45	Cc1cc(OC(=O)C(c2ccccc2)c2ccccc2)c([N+](=O)[O-])c(=O)[nH]1
→ 1.1	-0.5%	-5.9	-0.5	i	0.2	-3.2%	-4.0%	-2.0%	7.5%	-19.1%
46	CCCc1cc(=O)oc2cc(C)cc(OC(C)C(=O)NCCN3CCOCC3)c12 (stereo not given)
→ nt	-0.7%	nt	nt	i	3.2	nt	-3.9%	nt	nt	-5.5%
47	O=C(CCCO)N/N=C/c1cc(Br)ccc1O
→ 1.4	1.8%	-8.3	7.2	i	0.4	0.8%	9.1%	-3.9%	-14.4%	4.0%
48	N#Cc1ccsc1NC(=O)CSc1nnc(-c2ccccc2)o1
→ 1	-0.1%	3.0	-1.4	i	1.2	7.4%	-5.5%	-5.8%	2.0%	-9.0%
49	COC(=O)c1c(NC(=O)c2nc3ccccc3s2)sc2c1CC(C)(C)NC2(C)C
→ 1	3.8%	82.7*	74.2*	i	2.1	20.6%	6.9%	-8.0%	12.7%	-7.4%
50	Cc1nc(SCC(=O)N2CCN(C(=O)c3ccco3)CC2)c2c(C)c(C)sc2n1
→ 1.2	2.9%	-9.2	7.5	i	0.2	-3.8%	2.3%	-0.6%	-5.6%	6.4%
51	CC1CCCC(C)N1C(=O)c1cc(-c2ccc(Cl)c(Cl)c2)on1 (stereo not given)
→ 1	3.5%	3.2	-17.6	i	4.7	5.9%	-5.7%	-4.0%	7.1%	-3.6%
52	CCCNC(=O)Cc1cc(=O)[nH]c(=O)[nH]1
→ 1.1	1.7%	10.4	-2.8	i	1.9	5.6%	-7.9%	-2.9%	3.3%	11.2%
53	O=C(COc1ccc(Br)cc1)N/N=C1/SCC(=O)N1Cc1ccccc1
→ 1	3.1%	8.6	-10.6	i	1.1	-1.1%	-5.1%	-2.7%	2.5%	-1.5%

# Bioassay records as filed in PubChem.
